Screening results deposited in PubChem by National Center for Advancing Translational Sciences (NCATS).
GLP-1R inv ag = inverse agonists of human GLP-1 receptor | HEK293 GLP-1R CRE-luciferase, luminescence, 24 h; GLP-1R form is constitutively active | Potency, µM (doses to about 38.3 µM), for inactives: at the highest dose activity change, negative = inhibition, most hits filed as inhibitors | actives 1.6% (n = 410,000) | AID 624417; further: on the % scale 0 is the no-effect control and ±100 the full control effect; nearly all actives have a fitted effect of over 55% in size
Target sequence (P43220 whole entry, looked up): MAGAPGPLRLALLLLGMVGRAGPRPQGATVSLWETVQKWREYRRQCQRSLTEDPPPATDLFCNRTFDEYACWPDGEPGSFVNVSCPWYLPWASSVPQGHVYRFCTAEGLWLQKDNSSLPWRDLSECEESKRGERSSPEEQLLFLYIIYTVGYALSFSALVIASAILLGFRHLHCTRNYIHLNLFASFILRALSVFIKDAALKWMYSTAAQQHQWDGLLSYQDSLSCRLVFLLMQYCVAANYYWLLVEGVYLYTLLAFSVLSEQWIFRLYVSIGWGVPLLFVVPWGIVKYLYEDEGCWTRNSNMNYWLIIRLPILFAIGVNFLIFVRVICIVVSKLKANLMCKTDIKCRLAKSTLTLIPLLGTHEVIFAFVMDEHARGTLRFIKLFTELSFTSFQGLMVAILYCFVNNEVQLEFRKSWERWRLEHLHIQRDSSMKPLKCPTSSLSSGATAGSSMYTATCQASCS
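GLP-1R inverse agonism mode: basal reporter luminescence in engineered HEK293 cells measured after one day of compound exposure at 37 deg C, with a 12 min room-temperature detection step.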
SW480 rereplic = induces DNA re-replication in SW480 colon adenocarcinoma cells; SW480 DNA re-replication, Hoechst DNA content imaging, 48 h; actives 1.8% (n = 340,000); Potency, µM (titrated, usually from 46.1 µM), without a hit: top-dose re-replication activation, hits mostly activators; further: % of control where 0% means no effect; nearly all actives have a fitted effect of over 55% in size
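First, 250 cells per well were seeded. Next, compound or vehicle (23 nL) was pinned in, plates sat 48 hr at 37 C. Finally Hoechst was added for 40 min before fluorescence scanning.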
KB-3-1 tox = KB-3-1 parental cell cytotoxicity | KB-3-1 viability, CellTiter-Glo ATP luminescence, 72 h | Potency, µM (series often up to 46.1 µM), inactives show at the top dose activity change, negative = cytotoxic, usual class: cytotoxic | actives 1.4% (n = 400,000); further: on the % scale 0 is the no-effect control and ±100 the full control effect; nearly all actives have a fitted effect of over 60% in size
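72 h, 37 °C compound treatment of KB-3-1 parental cells; CellTiter-Glo added, 10 min, luminescence read. Data corrected against DMSO-only plates and normalized before curve fitting.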
HT1080 IDH1KD tx = toxicity to HT-1080 IDH1 knockdown cells (counter line) | HT-1080 IDH1 knockdown viability, ATP luminescence, 48 h | Potency, µM (top dose mostly 46.1 µM), for the others: at the top dose activity, negative = toxicity, most hits filed as cytotoxic | actives 2% (n = 360,000) | AID 686971;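 further: 0% = DMSO wells and -100% = cell-free medium wells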
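% activity derives from luminescence (CellTiter-Glo), normalised to DMSO and no-cell wells. HT-1080-IDH1KD cells, 750/well, had 48 h compound exposure at 37 °C.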
GLP1R cytotox = cytotoxicity in counter-screen for GLP-1R inverse agonists; Potency, µM (series often up to 38.3 µM), for the others: top-dose activity change, negative = inhibition, hits mostly inhibitors; actives 0.13% (n = 410,000); AID 624418; HEK293 cAMP-luciferase reporter cells, luminescence, 24 h;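 further: loss of luciferase light is scored as toxicity; on the % scale 0 is the no-effect control and ±100 the full control effect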
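Here, cytotoxicity is scored as loss of luminescence. The MLSMR collection was tested on cells seeded in medium containing 10% Nu serum, with a 24 hr compound exposure preceded by 12 hours of culture.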
HT1080-NT tox = kills 2HG-producing HT-1080-NT fibrosarcoma cells | actives 1.6% (n = 360,000) | AID 686970 | HT-1080-NT fibrosarcoma viability, CellTiter-Glo ATP luminescence, 48 h | Potency, µM (titrated, usually from 46.1 µM), inactives show top-dose activity, negative = less viability, actives largely listed as cytotoxic;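 further: NT is the 2HG producing partner of a matched IDH1 knockdown line; 0% = DMSO-treated cells and -100% = media-only wells without cells; nearly all actives have a fitted effect of over 55% in size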
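Read-out is CellTiter-Glo luminescence after 10 minutes at room temperature, following 48 hours' compound treatment of HT-1080-NT cells (750 cells/well, RPMI, 5% FBS, 37 degrees C).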
TDP-43 yeast inh = TDP-43 toxicity inhibition in yeast; TDP-43 expressing yeast growth rescue, BacTiter-Glo, 24 h; Potency, µM (top dose mostly 46.1 µM), for inactives: at the top dose growth rescue (activation), usual class: activators; actives 1.8% (n = 410,000); AID 652104; further: % of control where 0% means no effect; nearly all actives have a fitted effect of over 50% in size
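Yeast expressing TDP-43 (pregrown in raffinose, seeded at OD600=0.02 in galactose medium) exposed to compounds 24 hr at 30 deg C. Growth read by BacTiter-Glo luminescence; rescue of toxicity appears as increased signal.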
KB-V1 cytotox = KB-V1 MDR subline cytotoxicity | KB-V1 MDR cells viability, CellTiter-Glo, 72 h | Potency, µM (top dose mostly 46.1 µM), inactives show at the top dose activity change, negative = cytotoxicity, usual class: cytotoxic | actives 3.4% (n = 400,000) | AID 1347076; further: on the % scale 0 is the no-effect control and ±100 the full control effect; nearly all actives have a fitted effect of over 60% in size
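qHTS viability screen in drug-selected KB-V1 MDR cells: 72 h compound treatment at 37 degrees C, ATP luminescence end point.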
GLP1R ag = activates the human GLP-1 receptor. P43220. HEK293 GLP-1R CRE-luciferase, luminescence, 4-6 h; cells express a hypersensitive GLP-1R form. Potency, µM (doses to about 45.6 µM), without a hit: top-dose activation, most hits filed as activators. actives 0.007% (n = 380,000). AID 624172; further: % of control where 0% means no effect
* marks the source's active call; other numbers are inactive results; ? = inconclusive; . = no result given; [ ] = another dose, or the depositor's remark. The call rests on the fitted dose curve; in most records, active means well fitted curve in the direction sought with a large enough effect; inconclusive means small, poorly fitted or top-dose-only effect, or another doubt; inactive means no such curve, though single readings can be large; an effect the other way counts as inactive or inconclusive. Potency means the concentration at half of the fitted maximal effect.

1) CCOc1ccc(C(=O)CCc2nc3ccccc3s2)cc1
2) Cc1ccc(C(=O)Nc2cccc(C(=O)N/N=C/c3ccc(O)cc3)c2)cc1
3) O=C(Nc1cc(C(F)(F)F)cc(C(F)(F)F)c1)Nc1cnn(-c2ccc([N+](=O)[O-])cc2)c1C(F)(F)F
4) CCN(C(=O)COC(=O)c1ccccc1NCCO)c1cccc2ccccc12
5) COc1cc2c(cc1OC)C(c1ccccc1[N+](=O)[O-])N(C(C)=O)CC2 (configuration not stated)
6) CCOc1ccc(C(O)(CCC(C)C)C(CN2CCOCC2)c2ccccc2)cc1 (configuration not stated)
7) COC(=O)Cn1cc(/C=C/c2cc[n+](C)cc2)c2ccccc21
8) CC(=O)Nc1cccc(-c2nc3ccccc3[nH]2)c1

entry no. | 1 | 2 | 3 | 4 | 5 | 6 | 7 | 8
GLP-1R inv ag | 1% | ? | 19% | ? | 29% | 3.2µM* | -9% | 34%[activator]
SW480 rereplic | -5% | 2% | -1% | ? | -3% | 23µM* | -15% | 3%
KB-3-1 tox | -10% | 14% | ? | 0% | 3% | -4% | 7% | -11%
HT1080 IDH1KD tx | ? | -15% | 8% | 2% | -3% | 18µM* | 6% | 12%
GLP1R cytotox | 2% | -14% | 2% | 15% | -1% | ? | 17% | -5%
HT1080-NT tox | ? | -15% | ? | -5% | -20% | ? | 2% | 18%
TDP-43 yeast inh | 9% | -9% | -2% | -23% | 1% | -4% | 30% | -10%
KB-V1 cytotox | -27% | -11% | ? | -11% | 0% | ? | ? | 4%
GLP1R ag | ? | 11% | 2% | 18% | 5% | 11% | -5% | 4%

9) Cc1cc(Br)ccc1NC(=O)c1sc2ncn(Cc3ccccc3Cl)c(=O)c2c1C
10) CC1(c2cccc(Br)c2)NC(=O)N(CC(=O)Nc2ccc(F)cc2)C1=O (configuration not stated)
11) COc1ccccc1NC(=O)Cn1nc(-c2ccc(C)cc2)c2c(c1=O)CCCC2
12) Cc1cc(=O)oc2cc(OC(=O)c3nn(C(C)C)c(=O)c4ccccc34)ccc12
13) CCCC(=O)N1CCC1(C)C(=O)Nc1ccc2scnc2c1 (configuration not stated)
14) COc1ccc(-n2c(=O)/c(=C\c3cccs3)s/c2=C(/C#N)C(=O)N2CCN(C)CC2)cc1
15) O=C(CCOc1ccccc1)Nc1ccc(S(=O)(=O)N2CCCC2)cc1
16) CCc1nc2c(OCc3ccc(C(=O)OC)cc3)cccn2c1N(C)C(=O)c1ccc(C)cc1

entry no. | 9 | 10 | 11 | 12 | 13 | 14 | 15 | 16
GLP-1R inv ag | 6% | ? | 12% | 29% | 32%[activator] | 1%[0.307 µM] | ? | 3%
SW480 rereplic | . | 1% | . | -2% | . | ? | -5% | .
KB-3-1 tox | 17% | -8% | 0% | -5% | 0% | -4% | ? | 0%
HT1080 IDH1KD tx | . | -17% | . | 4% | 21% | ? | -6% | -26%
GLP1R cytotox | 0% | -18% | -1% | 61%[activator] | 2% | -3%[0.307 µM] | 2% | 3%
HT1080-NT tox | . | -19% | . | 14% | 7% | ? | -8% | -5%
TDP-43 yeast inh | -4% | -8% | 32µM* | 9% | 18% | -11% | -2% | 18%
KB-V1 cytotox | -8% | ? | ? | -19% | 0% | 1% | -20% | ?
GLP1R ag | . | 11% | . | 0% | 1% | 3% | 1% | 20%

Part of the list above, with values under each structure.
Every second line gives: GLP-1R inv ag | SW480 rereplic | KB-3-1 tox | HT1080 IDH1KD tx | GLP1R cytotox | HT1080-NT tox | TDP-43 yeast inh | KB-V1 cytotox | GLP1R ag
9	Cc1cc(Br)ccc1NC(=O)c1sc2ncn(Cc3ccccc3Cl)c(=O)c2c1C
→ 6% | . | 17% | . | 0% | . | -4% | -8% | .
10	CC1(c2cccc(Br)c2)NC(=O)N(CC(=O)Nc2ccc(F)cc2)C1=O (configuration not stated)
→ ? | 1% | -8% | -17% | -18% | -19% | -8% | ? | 11%
11	COc1ccccc1NC(=O)Cn1nc(-c2ccc(C)cc2)c2c(c1=O)CCCC2
→ 12% | . | 0% | . | -1% | . | 32µM* | ? | .
12	Cc1cc(=O)oc2cc(OC(=O)c3nn(C(C)C)c(=O)c4ccccc34)ccc12
→ 29% | -2% | -5% | 4% | 61%[activator] | 14% | 9% | -19% | 0%
13	CCCC(=O)N1CCC1(C)C(=O)Nc1ccc2scnc2c1 (configuration not stated)
→ 32%[activator] | . | 0% | 21% | 2% | 7% | 18% | 0% | 1%
14	COc1ccc(-n2c(=O)/c(=C\c3cccs3)s/c2=C(/C#N)C(=O)N2CCN(C)CC2)cc1
→ 1%[0.307 µM] | ? | -4% | ? | -3%[0.307 µM] | ? | -11% | 1% | 3%
15	O=C(CCOc1ccccc1)Nc1ccc(S(=O)(=O)N2CCCC2)cc1
→ ? | -5% | ? | -6% | 2% | -8% | -2% | -20% | 1%

(continued)
17) CC(Oc1ccccc1)C(=O)Nc1cccc(-c2cn3cccnc3n2)c1 (configuration not stated)
18) COc1ccc(C(NC(=O)c2ccc(-c3ccccc3)cc2)c2ccccc2)cc1 (configuration not stated)
19) Cc1coc(NC(=O)CSc2nc(-c3ccc(Cl)cc3)cc(C(F)(F)F)c2C#N)n1
20) CC(C)c1nc(NCCO)c2nnn(Cc3ccccc3)c2n1
21) CSc1c(CN2CCN(C)CC2)c2ccccc2n1C
22) CC(=O)c1ccc(N2CCN(C(=O)C(=O)c3c(C)[nH]c4ccccc34)CC2)cc1
23) Cn1c(=O)oc2cc(S(=O)(=O)N3CCN(c4cccc(Cl)c4)CC3)ccc21
24) COCCN(CCOC)c1nc(-c2ccc(Cl)cc2)nc2ccccc12

entry no. | 17 | 18 | 19 | 20 | 21 | 22 | 23 | 24
GLP-1R inv ag | 4% | -2% | 34%[activator] | 2%[0.307 µM] | -10% | 2% | 7% | ?
SW480 rereplic | . | -1% | 8% | -4% | -63%[inhibitor] | -1% | 1% | -3%
KB-3-1 tox | 6% | ? | -2% | -5% | 6% | 6% | -6% | 2%
HT1080 IDH1KD tx | . | -3% | -24% | -8% | 5% | 0% | -4% | -10%
GLP1R cytotox | 4% | 7% | 19% | -5%[0.307 µM] | -4% | 18% | 5% | 14%
HT1080-NT tox | . | -2% | ? | -6% | 1% | 1% | -2% | 2%
TDP-43 yeast inh | 6% | 0% | 0% | -5% | -5% | -18% | 5% | 20%
KB-V1 cytotox | -1% | -24% | -10% | ? | -19% | -22% | -10% | ?
GLP1R ag | . | -3% | -12% | 19% | -2% | 1% | 4% | 13%

25) COCC(=O)Nc1cc(Cl)ccc1C
26) CCc1nc2sc3c(=O)[nH]cnc3c2c2c1CSC(C)(C)C2
27) Cc1c(Br)c([N+](=O)[O-])nn1CCCC(=O)N1CCN(c2ccccc2)CC1
28) COc1cc(NC(=O)c2nnn(Cc3ccc(F)cc3)c2N)cc(OC)c1
29) COc1ccc(-c2cnc3n2CCCCC3)cc1
30) COC(=O)[C@@]12CCCN1[C@H](c1ccc(-c3ccc(OC)cc3)cc1)[C@@H]1C(=O)N(C)C(=O)[C@@H]12
31) COc1ccccc1-c1ccc(SCC(=O)N2CCOCC2)nn1
32) CCC(NC(=O)CCl)c1ccc(C)cc1 (configuration not stated)

entry no. | 25 | 26 | 27 | 28 | 29 | 30 | 31 | 32
GLP-1R inv ag | -27%[7.66 µM] | 67%[activator] | ? | ? | -21% | ? | 2%[7.66 µM] | -17%
SW480 rereplic | 4% | ? | -15% | . | -15% | ? | 1% | 16%
KB-3-1 tox | 16% | 0% | ? | ? | -5% | ? | 3% | 21µM*
HT1080 IDH1KD tx | -20% | -2% | 0% | . | -6% | -1% | 15% | ?
GLP1R cytotox | 0%[7.66 µM] | 5% | -16% | -17% | -30% | 2% | 0%[7.66 µM] | ?
HT1080-NT tox | -5% | 3% | 3% | . | 0% | -2% | 12% | ?
TDP-43 yeast inh | 8%[9.22 µM] | -4% | ? | 4% | -9% | 22µM* | -9% | 9%
KB-V1 cytotox | 23% | 11% | 21µM* | -15% | -3% | -17% | -27% | ?
GLP1R ag | 0% | -3% | 2% | . | -1% | -2% | -1% | -1%

33) COc1ccc(OCC(O)CN(CCO)CC(O)Cn2ccc3ccccc32)cc1 (configuration not stated)
34) COc1ccccc1NS(=O)(=O)c1cc(NC(=S)NCCN2CCOCC2)ccc1N1CCOCC1
35) C[C@H](NC(=O)C1CCN(S(=O)(=O)c2ccccc2)CC1)C(=O)NCc1ccco1
36) Cc1nc(SCc2ccccc2)nc2c1CCC2
37) COc1ccc(CCNc2ccc(N3C(=O)CC(C)C3=O)cc2[N+](=O)[O-])cc1OC (configuration not stated)
38) Cc1cc(C(=O)OCC(=O)N2CCc3ccccc32)ccc1[N+](=O)[O-]
39) CCn1c(SCC(=O)Nc2ccc(Br)cn2)nnc1C1CC1
40) Cc1sc2nc(CN3CCCC3)nc(N3CCN(S(=O)(=O)c4cccc(F)c4)CC3)c2c1C
41) N#Cc1ccc(CSc2nnc(-c3cnccn3)o2)cc1

entry no. | 33 | 34 | 35 | 36 | 37 | 38 | 39 | 40 | 41
GLP-1R inv ag | ? | 28% | 17% | 18%[7.66 µM] | -1% | 0% | 6% | ? | 0%
SW480 rereplic | -6% | -4% | -7% | 5% | -6% | -6% | -1% | 3% | -1%
KB-3-1 tox | 7% | -11% | 15% | 5% | -26% | 8% | 3% | -6% | 0%
HT1080 IDH1KD tx | -8% | -2% | 3% | 8% | -8% | 24% | 13% | -14% | 0%
GLP1R cytotox | 3% | -6% | 2% | 18%[7.66 µM] | -4% | 0% | -1% | 11% | -20%
HT1080-NT tox | -3% | 4% | -6% | 5% | ? | 9% | 19% | -22% | 6%
TDP-43 yeast inh | -29% | -8% | 1% | 6%[9.22 µM] | 0% | 3% | -11% | 12% | ?
KB-V1 cytotox | ? | 0% | 6% | -2% | -23% | 1% | -2% | 14% | 1%
GLP1R ag | 5% | 1% | 0% | ? | 14% | -1% | -5% | 1% | 0%

Not a hit list; 9.4% or so of the library scored in one or more.
